High-throughput results as filed in PubChem.
tim10-1 inh = tim10-1 yeast growth inhibition. S. cerevisiae tim10-1 ts strain growth, BacTiter-Glo, 24 h. inhibition, % at 20 µM. 330,000 compounds, 2.2% hits. AID 463190;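 active means inhibition of at least 40%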;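 further: mutant grown at 25 °C; 0% = DMSO wells with yeast and 100% = wells holding no yeast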
TIM10 inh = inhibits growth of TIM10 yeast strain | S. cerevisiae TIM10 strain growth, BacTiter-Glo luminescence, 24 h | inhibition, % at 10 µM | 330,000 compounds, 1.4% hits | AID 463195;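 active means inhibition of 40% or more at the single tested concentration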;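 further: wild-type TIM10 isogenic control strain grown at permissive 25 °C; 0% = DMSO yeast wells and 100% = minimal medium wells without yeast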
Jurkat NFkB inh = inhibitors of the PMA/ionomycin-induced NF-kB reporter in Jurkat cells; AID 435003; 330,000 compounds, 0.53% hits; inhibition, % at 4 µM; PMA/ionomycin-induced NF-kB luciferase reporter, luminescence; in the data active means inhibition above about 50%
697 NFkB inh = lowers PMA/ionomycin-induced NF-kB signal in 697 B cells; inhibition, % at 4 µM; 330,000 compounds, 0.33% hits; 697 B-cell NF-kB luciferase reporter, 16 h; AID 435022; in the data active means inhibition above about 35%
tim23-1 inh = inhibits growth of tim23-1 mutant yeast; S. cerevisiae tim23-1 growth, BacTiter-Glo luminescence, 24 h; inhibition, % at 20 µM; 330,000 compounds, 1.3% hits;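 active means growth inhibition of the mutant yeast at or above 50%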;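 further: temperature-sensitive mutant grown at 25 °C; plate controls were DMSO-treated mutant yeast for no effect and medium wells lacking yeast for full effect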
Mdm2-MdmX inh = inhibitors of human Mdm2/MdmX interaction | O15151+Q00987 | SaOS-2 split-luciferase Mdm2/MdmX complementation, luminescence | inhibition, % at 8 µM | 330,000 compounds, 3% hits | AID 485346;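 active means inhibition of at least 50% at 8 µM in the primary screen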
Target sequence (O15151 whole entry, looked up): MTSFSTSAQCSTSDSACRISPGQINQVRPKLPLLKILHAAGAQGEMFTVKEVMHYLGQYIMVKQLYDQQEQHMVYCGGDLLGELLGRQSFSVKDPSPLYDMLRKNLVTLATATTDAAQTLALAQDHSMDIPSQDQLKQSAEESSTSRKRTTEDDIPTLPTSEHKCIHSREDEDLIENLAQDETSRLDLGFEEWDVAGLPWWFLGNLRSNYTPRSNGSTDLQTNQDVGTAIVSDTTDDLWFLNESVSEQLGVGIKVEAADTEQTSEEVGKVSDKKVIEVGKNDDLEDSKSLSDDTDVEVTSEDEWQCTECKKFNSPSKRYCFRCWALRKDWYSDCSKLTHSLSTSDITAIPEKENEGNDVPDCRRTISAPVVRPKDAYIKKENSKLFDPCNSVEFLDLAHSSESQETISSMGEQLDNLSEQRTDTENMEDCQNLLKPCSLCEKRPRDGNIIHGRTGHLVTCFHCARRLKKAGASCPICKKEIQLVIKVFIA
Target sequence (Q00987 whole entry, looked up): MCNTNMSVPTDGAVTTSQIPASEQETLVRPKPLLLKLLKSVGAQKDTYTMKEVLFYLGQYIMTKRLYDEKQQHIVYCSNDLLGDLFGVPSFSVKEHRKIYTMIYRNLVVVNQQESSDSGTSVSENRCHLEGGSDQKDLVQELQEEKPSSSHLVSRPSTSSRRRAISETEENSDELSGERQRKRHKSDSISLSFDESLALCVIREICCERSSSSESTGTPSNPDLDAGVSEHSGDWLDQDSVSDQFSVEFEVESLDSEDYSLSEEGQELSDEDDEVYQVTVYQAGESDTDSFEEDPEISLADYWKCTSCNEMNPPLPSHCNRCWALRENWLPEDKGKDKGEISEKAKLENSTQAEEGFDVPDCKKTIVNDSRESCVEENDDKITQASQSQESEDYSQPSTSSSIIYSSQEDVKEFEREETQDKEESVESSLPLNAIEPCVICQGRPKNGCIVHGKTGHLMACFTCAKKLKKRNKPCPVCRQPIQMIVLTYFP
CHOP UPR activ = activators of apoptotic arm of unfolded protein response (CHOP); AID 449763; CHO-CHOP luciferase reporter, UPR activation, luminescence; percent of tunicamycin response over DMSO baseline; 330,000 compounds, 0.34% hits; activation, % at 10 µM;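 active means at 10 µM dose, activation of 40% or more, normalized to positive control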;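 further: 100% = tunicamycin at 10 µg/mL and 0% = DMSO alone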
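System: CHO-CHOP luciferase reporter cell line; amount: 500 cells/well; buffer or medium: F12 medium containing 10% fetal bovine serum; incubation: 6 h compound exposure at 37 °C after overnight seeding; measured by: luciferase luminescence after 10 min with Steady-Glo reagent; evaluation: % reporter activation, DMSO baseline versus tunicamycin full activation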
UPR XBP1 act = adaptive UPR (XBP1) activation; AID 463104; CHO-XBP1 luciferase reporter, IRE1-XBP1 UPR activation, luminescence; percent of tunicamycin response, DMSO as zero; 330,000 compounds, 0.33% hits; activation, % at 20 µM;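 active means versus positive control, 20 µM dose yields 30% or more activation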;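 further: 100% = tunicamycin at 10 µg/mL and 0% = DMSO only wells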
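Material: CHO cell line with stable XBP1 luciferase reporter; buffer or medium: F12 medium containing 10% fetal bovine serum; compound: single point, 20 µM final compound, 1% DMSO; incubation: 6 h treatment, 37 °C; measured by: glow luminescence from Steady-Glo reagent; evaluation: activation, % of tunicamycin; control set: tunicamycin high, DMSO low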
* = called active by the depositor.

SMILES | tim10-1 inh | TIM10 inh | Jurkat NFkB inh | 697 NFkB inh | tim23-1 inh | Mdm2-MdmX inh | CHOP UPR activ | UPR XBP1 act
CC(C)C(NS(=O)(=O)c1ccccc1)C(=O)N1CCCC1 (stereo unspecified) | -1 | -7 | -11 | -8 | -2 | 16 | 1.1 | -6
O=C(COC(=O)c1cccnc1Nc1cccc(C(F)(F)F)c1)NCc1ccc2c(c1)OCO2 | 4 | -11 | 12 | -1 | -16 | 1 | 0.9 | 0
CN(C(=O)c1nn(C)c2c1CSc1ccccc1-2)c1ccc(F)cc1 | 35 | 0 | -4 | -19 | 37 | 22 | -1.4 | -1
COc1ccc(C(CNC(=O)c2oc3ccc(C)cc3c2C)N2CCCCC2)cc1 (stereo unspecified) | 33 | 25 | -6 | -39 | 22 | 20 | -1.4 | 0
CCCCNC(=S)N1CCN(c2nc3ccccc3s2)CC1 | -21 | -6 | -7 | -13 | -4 | 8 | 0.9 | 0
Cc1nnc(NC(=O)CSc2nnc(Cc3cccn3C)n2-c2cccc(C)c2C)s1 | -5 | 7 | 7 | -5 | -5 | 21 | 1.8 | -4
Cc1ccc(OCc2n[nH]c(=S)n2C2CCCCC2)cc1 | 34 | 39 | -5 | -20 | 40 | -10 | 1.0 | 1
NC(=O)c1ccc(Oc2ccc3c(c2)CCC3)c([N+](=O)[O-])c1 | 6 | 18 | 0 | -1 | 29 | 20 | 1.8 | -5
O=C1CSc2ccc(S(=O)(=O)N3CCN(c4ccccc4F)CC3)cc2N1 | 13 | 5 | 3 | -42 | 23 | 42 | -1.0 | -6
O=C(O)c1cc(S(=O)(=O)N2CCN(C(=O)c3ccco3)CC2)c(Cl)cc1Cl | 9 | 6 | 2 | 4 | 1 | -14 | 0.1 | 3
COc1ccc(-c2c3c(=O)n(C)c(=O)n(C)c3cn2-c2ccc(O)cc2)cc1 | 5 | 18 | 2 | -11 | -8 | -8 | -1.1 | 1
COc1ccc(NC(=O)CCNS(=O)(=O)c2cc(Br)cnc2N)c(OC)c1 | 21 | 8 | 1 | 5 | 9 | 5 | 2.0 | -2
Cc1cccc(NS(=O)(=O)c2ccc(C)c(C(=O)NCC(c3cccs3)N(C)C)c2)c1 (stereo unspecified) | -8 | -3 | 4 | -32 | -4 | -1 | 3.9 | 3
CC(=O)Nc1ccc(-c2nc3cc(Cl)ccc3o2)cc1 | 17 | 11 | -152 | -239 | 15 | -199 | 4.9 | 3
Cc1cc(-c2ccccc2)n(-c2ccc(C(=O)NC(C)C)cc2)n1 | 20 | 22 | 0 | -12 | 14 | 19 | 0.1 | 3
O=C(O)CCc1ccc(-c2cccs2)n1NC(=O)c1cccs1 | 18 | -4 | -19 | -2 | 13 | 1 | -0.7 | -2
CCN(CC)CCN(C)C(=O)c1ccc(OC2CCN(C(=O)C3CC3)CC2)cc1 | -9 | -9 | -18 | 1 | 9 | 1 | -0.2 | -2
O=C1CC(c2nc3ccccc3[nH]2)CN1c1ccccc1 (stereo unspecified) | -11 | -7 | -1 | -4 | -4 | 17 | 0.3 | -1
CCOC(=O)CNC(=O)Cn1c(C)cc2ccccc2c1=O | 10 | -7 | 1 | 18 | -5 | 2 | -0.2 | 1
COC(=O)c1c(NC(=O)CCCC(=O)O)sc2c1CCC2 | -2 | -7 | 6 | 13 | 10 | 13 | -1.7 | 0
COc1cccc(CNCc2cccnc2)c1OCc1ccccc1 | 12 | 3 | 22 | -5 | -11 | -6 | 1.7 | 0
c1ccc2c(C[n+]3csc4ccccc43)cccc2c1 | 20 | 27 | -19 | -31 | 36 | -33 | 3.8 | 13
CCc1ccc(CN2CC(C(=O)O)CC2=O)cc1 (stereo unspecified) | 0 | 6 | -4 | 20 | -7 | 26 | -0.3 | 0
Cc1cc(C)cc(-c2nnc(SCC(=O)N3CCN(C(=O)c4ccco4)CC3)o2)c1 | 10 | 6 | 10 | 0 | 15 | 15 | 2.7 | -4
CCC1Oc2ccccc2N(CC(=O)NCCCN2CCCC2)C1=O (stereo unspecified) | 20 | 8 | -5 | -15 | 9 | 7 | 0.0 | -2
The listing continues:
SMILES | tim10-1 inh | TIM10 inh | Jurkat NFkB inh | 697 NFkB inh | tim23-1 inh | Mdm2-MdmX inh | CHOP UPR activ | UPR XBP1 act
Cc1cccc(C)c1NC(=O)CCCN1CC(C)OC(C)C1 (stereo unspecified) | 7 | 10 | 5 | -10 | 7 | 2 | -2.8 | -1
CN(C)S(=O)(=O)c1cccc(NC(=O)c2cc3ccccc3o2)c1 | 23 | 34 | -70 | -100 | 36 | -29 | 4.2 | 3
COc1cc2cc(CN(CCCN3CCOCC3)C(=O)Nc3ccc(F)cc3)c(=O)[nH]c2cc1OC | 10 | 2 | 0 | 15 | 3 | 10 | -3.4 | 1
CC(C)N(C)S(=O)(=O)c1ccc(NC(=O)CSC(=S)N2CCCC2)cc1 | 22 | 23 | 9 | 15 | 13 | 15 | -0.2 | -1
CC(=O)Nc1ccc(/C=C/c2noc(-c3ccccc3O)n2)cc1 | -7 | -7 | -79 | -56 | -2 | -38 | 5.6 | 4
CC(C)(C)c1ccc(S(=O)(=O)N2CCC(CO)(CC3CCCCO3)CC2)cc1 (stereo unspecified) | 18 | 17 | 10 | 3 | 37 | 21 | -0.1 | 3
N=c1c2c(-c3ccccc3)c(-c3ccccc3)n(Cc3ccccc3)c2ncn1CCCO | 34 | 24 | 59* | 29 | 23 | 57* | -0.5 | 0
O=C(O)Cn1cccc1C(=O)c1ccccc1 | 8 | 0 | -10 | 19 | -14 | 6 | -0.1 | 0
CNCCOCC(O)CSc1ccccc1 (stereo unspecified) | 0 | 6 | 17 | 19 | 7 | -1 | -1.8 | 3
O=C(Cc1c(F)cccc1Cl)NCC(=O)OCc1ccccc1 | 10 | 2 | -5 | 6 | 17 | -10 | -1.2 | -6
O=[N+]([O-])c1cccc(-c2nnnn2-c2cccc(F)c2)c1 | 6 | 16 | -3 | -8 | 6 | -12 | 0.3 | 0
N#CCNC(=O)C1CC(=O)N(CCc2ccc(F)cc2)C1 (stereo unspecified) | -2 | -3 | 8 | 8 | -5 | 4 | -0.6 | -6
C/C=C(/C)C(=O)Nc1cccc(C2=NOC3(C2)C[C@H](C(N)=O)N(C(=O)c2ccccc2)C3)c1 (stereo partly specified) | -1 | 18 | 9 | 4 | 3 | 4 | -1.0 | 0
CCN(CC(=O)Nc1ccc(C(=O)OC)cc1)Cc1ccccc1 | 11 | 3 | -24 | 4 | 17 | 3 | -1.7 | -4
COC(=O)/C=c1/s/c(=C(/C#N)C(=O)N2CCOCC2)n(-c2ccccc2)c1=O | 11 | 19 | 3 | 0 | 11 | -11 | -2.3 | 0
CCNc1nc2c(c(=O)n(C)c(=O)n2C)n1Cc1ccc(Cl)cc1 | -34 | -29 | 28 | 1 | -23 | 28 | -0.3 | -3
O=C(COc1ccccc1F)Nc1cc(S(=O)(=O)N2CCOCC2)ccc1N1CCOCC1 | 20 | 26 | 3 | 1 | 15 | -27 | 1.1 | -3
CCOc1ccc(-c2cc(C(=O)NCCCN3CCOCC3)c3ccccc3n2)cc1 | -2 | 2 | -16 | 9 | 3 | -8 | 3.8 | 3
O=C(Nn1c(-c2ccc(Br)cc2)nc2ccccc2c1=O)c1ccncc1 | 9 | 15 | 5 | 9 | 5 | -8 | 0.4 | -1
Brc1ccc2c(c1)OCCOCCOCCOCCOCCO2 | 17 | 37 | -8 | -14 | 24 | 24 | 0.9 | -1
CC(C)c1c(O)nc(SCC(=O)N2CCOCC2)[nH]c1=O | -6 | -5 | -13 | -15 | 5 | 7 | -0.7 | 0
CN(C)S(=O)(=O)c1cccc(C(=O)Nc2cc(S(=O)(=O)N3CCOCC3)ccc2O)c1 | -4 | 18 | 9 | 5 | 5 | -13 | 0.5 | 0
COC(=O)[C@@H](NC(=O)Nc1ccc(S(N)(=O)=O)cc1)C(C)C | 5 | 11 | 0 | -26 | 8 | -23 | -0.4 | 0
CCOC(=O)c1c(C)n(C)c2ccc(OC(=O)c3ccc([N+](=O)[O-])cc3)cc12 | 16 | -9 | -4 | -15 | -22 | 14 | 7.8 | 2
Clc1ccc(-c2nc3ccccc3[nH]2)cn1 | -72 | -14 | -7 | -13 | 3 | -28 | 4.1 | 1
COc1ccccc1NC(=O)c1ccc2c(c1)N(CC#N)C(=O)C(C)(C)O2 | 10 | -5 | -8 | 17 | 19 | 10 | 1.9 | -1
CCOc1ccc(N2C(=O)CSC2=S)cc1 | -9 | 1 | 3 | 12 | -1 | 8 | 2.1 | -2

A portion from further up, for reference:
SMILES | tim10-1 inh | TIM10 inh | Jurkat NFkB inh | 697 NFkB inh | tim23-1 inh | Mdm2-MdmX inh | CHOP UPR activ | UPR XBP1 act
Cc1cccc(C)c1NC(=O)CCCN1CC(C)OC(C)C1 (stereo unspecified) | 7 | 10 | 5 | -10 | 7 | 2 | -2.8 | -1
CN(C)S(=O)(=O)c1cccc(NC(=O)c2cc3ccccc3o2)c1 | 23 | 34 | -70 | -100 | 36 | -29 | 4.2 | 3
COc1cc2cc(CN(CCCN3CCOCC3)C(=O)Nc3ccc(F)cc3)c(=O)[nH]c2cc1OC | 10 | 2 | 0 | 15 | 3 | 10 | -3.4 | 1
CC(C)N(C)S(=O)(=O)c1ccc(NC(=O)CSC(=S)N2CCCC2)cc1 | 22 | 23 | 9 | 15 | 13 | 15 | -0.2 | -1
CC(=O)Nc1ccc(/C=C/c2noc(-c3ccccc3O)n2)cc1 | -7 | -7 | -79 | -56 | -2 | -38 | 5.6 | 4
CC(C)(C)c1ccc(S(=O)(=O)N2CCC(CO)(CC3CCCCO3)CC2)cc1 (stereo unspecified) | 18 | 17 | 10 | 3 | 37 | 21 | -0.1 | 3
N=c1c2c(-c3ccccc3)c(-c3ccccc3)n(Cc3ccccc3)c2ncn1CCCO | 34 | 24 | 59* | 29 | 23 | 57* | -0.5 | 0
O=C(O)Cn1cccc1C(=O)c1ccccc1 | 8 | 0 | -10 | 19 | -14 | 6 | -0.1 | 0
CNCCOCC(O)CSc1ccccc1 (stereo unspecified) | 0 | 6 | 17 | 19 | 7 | -1 | -1.8 | 3
O=C(Cc1c(F)cccc1Cl)NCC(=O)OCc1ccccc1 | 10 | 2 | -5 | 6 | 17 | -10 | -1.2 | -6
O=[N+]([O-])c1cccc(-c2nnnn2-c2cccc(F)c2)c1 | 6 | 16 | -3 | -8 | 6 | -12 | 0.3 | 0
N#CCNC(=O)C1CC(=O)N(CCc2ccc(F)cc2)C1 (stereo unspecified) | -2 | -3 | 8 | 8 | -5 | 4 | -0.6 | -6
C/C=C(/C)C(=O)Nc1cccc(C2=NOC3(C2)C[C@H](C(N)=O)N(C(=O)c2ccccc2)C3)c1 (stereo partly specified) | -1 | 18 | 9 | 4 | 3 | 4 | -1.0 | 0
CCN(CC(=O)Nc1ccc(C(=O)OC)cc1)Cc1ccccc1 | 11 | 3 | -24 | 4 | 17 | 3 | -1.7 | -4

Hits appear at their usual frequency (roughly 6.6% active in at least one column).
